CRFR2-BP antag = blocks CRF-induced signaling of the CRF-BP/CRF-R2 complex | HEK293 CRF-R2/CRF-BP, CRF-induced calcium fluorescence | inhibition, % at 11.8 µM | actives 0.59% (n = 350,000) | AID 588475;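 active = inhibition of the ligand-induced calcium signal above about 50% at the single tested concentration, limit read from the data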
M5 PAM = potentiates acetylcholine response at human M5 receptor. activation, % at 3 µM. P08912. CHO-K1 hM5, Fluo-8 calcium, ACh EC20 PAM; 0% = ACh EC20, 100% = ACh EC100. actives 0.3% (n = 360,000);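 active = activation above the run cutoff, the mean activation of all test compounds plus 3 SD, cut at about 18% in these data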
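system = human M5 receptor in CHO-K1 cells | reagent = EC20 acetylcholine as agonist stimulus | compound dosing = single-point, 3 µM nominal | incubation = Fluo-8 loading 80 min at 37 °C plus 30 min room temperature | detection = Fluo-8 calcium dye fluorescence, kinetic read | benchmarks = low control EC20 acetylcholine (0%), high control EC100 acetylcholine (100%)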
M5 antag = CHRM5 antagonism in calcium assay | P08912 | CHO-hM5 cells, Fluo-8 calcium fluorescence, ACh EC80 | inhibition, % at 3 µM | actives 0.59% (n = 360,000);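 active = inhibition above a per-plate cutoff, the mean of that plate's test compounds plus 3 SD, cut at about 27% in these data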;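 note: 0% = acetylcholine EC80 with DMSO and 100% = DMSO without agonist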
CRFBP-R2 agonist = agonists of human CRF-binding protein/CRF-R2 receptor complex; activation, % at 13.2 µM; AID 588473; actives 0.46% (n = 350,000); HEK293 CRF-R2/CRF-BP, calcium dye fluorescence (FLIPR); percent of saturating CRF peptide response;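 active = activation of at least 50%, plus an integration ratio under a set limit after plate pattern correction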;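 note: plate controls were neutral control wells without compound for no effect and CRF at EC100 for full effect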
CHRM1 PAM = positive allosteric modulators of human M1 muscarinic receptor | CHO-K1 hM1, Fluo-8 calcium fluorescence, ACh EC20; 0% = ACh EC20, 100% = maximal ACh | activation, % at 3 µM | P11229 | actives 0.088% (n = 360,000); in the data active = activation above about 19%, passing the limit was not always enough
Target sequence (P11229 whole entry, looked up): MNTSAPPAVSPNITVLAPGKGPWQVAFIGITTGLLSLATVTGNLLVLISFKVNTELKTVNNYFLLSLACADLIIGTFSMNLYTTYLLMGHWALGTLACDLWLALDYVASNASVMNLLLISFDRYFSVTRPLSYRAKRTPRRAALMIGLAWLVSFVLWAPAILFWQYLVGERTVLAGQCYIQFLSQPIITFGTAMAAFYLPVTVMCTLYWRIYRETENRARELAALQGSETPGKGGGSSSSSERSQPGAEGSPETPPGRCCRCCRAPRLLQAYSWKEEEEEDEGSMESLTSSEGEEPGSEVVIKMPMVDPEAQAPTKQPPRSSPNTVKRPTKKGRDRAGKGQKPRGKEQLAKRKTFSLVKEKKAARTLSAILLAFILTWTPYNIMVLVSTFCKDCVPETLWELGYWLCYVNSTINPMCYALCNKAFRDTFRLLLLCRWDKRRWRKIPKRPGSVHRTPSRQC
CHRM4 PAM = positive allosteric modulators of human muscarinic M4 receptor; AID 624126; actives 0.4% (n = 360,000); CHO-K1 hM4/Gqi5, Fluo-8 calcium fluorescence, ACh EC20; 0% = ACh EC20, 100% = maximal ACh; activation, % at 3 µM;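 active = activation above its plate's cutoff, the mean activation of sample wells plus 3 SD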; note: some results filed as inactive read as strong as hits
Target sequence (P08173 whole entry, looked up): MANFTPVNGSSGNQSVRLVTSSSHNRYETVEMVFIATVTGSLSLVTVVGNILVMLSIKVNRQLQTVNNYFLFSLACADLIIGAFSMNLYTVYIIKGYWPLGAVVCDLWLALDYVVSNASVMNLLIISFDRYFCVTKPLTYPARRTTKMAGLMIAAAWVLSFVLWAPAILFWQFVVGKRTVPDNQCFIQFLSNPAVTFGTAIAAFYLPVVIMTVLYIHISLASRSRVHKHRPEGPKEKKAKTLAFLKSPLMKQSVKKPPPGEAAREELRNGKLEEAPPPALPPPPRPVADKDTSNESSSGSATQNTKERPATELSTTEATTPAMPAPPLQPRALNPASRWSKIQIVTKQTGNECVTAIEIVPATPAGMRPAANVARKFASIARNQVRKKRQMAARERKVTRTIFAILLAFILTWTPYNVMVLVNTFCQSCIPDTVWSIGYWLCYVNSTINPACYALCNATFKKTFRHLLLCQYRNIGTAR
CHRM4 antagonist = CHRM4 antagonism in calcium assay; CHO-hM4 cells, ACh EC80, Fluo-8 calcium fluorescence; inhibition, % at 3 µM; P08173; actives 0.73% (n = 360,000);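 active = inhibition above its plate's cutoff, the mean inhibition of sample wells plus 3 SD, cut at about 27% in these data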;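 note: 0% = acetylcholine EC80 with DMSO and 100% = DMSO without agonist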
M4 ag = agonists of human muscarinic M4 receptor (CHRM4); AID 624127; activation, % at 3 µM; actives 0.14% (n = 360,000); P08173; CHO-K1 hM4/Gqi5, Fluo-8 calcium fluorescence; vehicle 0%, full acetylcholine response 100%;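 active = activation above the run mean over all test wells plus 3 SD, cut at about 32% in these data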;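 note: peak over basal fluorescence ratio per well then scaled between controls; 0% = DMSO wells and 100% = acetylcholine at EC100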
M5 ag = CHRM5 agonism in calcium assay. CHO-K1 hM5 cells, Fluo-8 calcium fluorescence; 0% DMSO wells, 100% maximal acetylcholine response. activation, % at 3 µM. actives 0.19% (n = 360,000). AID 624037;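 active = activation above the run's mean over test compounds plus 3 SD, cut at about 23% in these data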;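 note: signal is peak over basal fluorescence ratio across the kinetic read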
* marks the source's active call; other numbers are inactive results; · = no result given. No enrichment for hits, and some 2.6% of all compounds hit somewhere here.

SMILES	CRFR2-BP antag	M5 PAM	M5 antag	CRFBP-R2 agonist	CHRM1 PAM	CHRM4 PAM	CHRM4 antagonist	M4 ag	M5 ag
CCCOc1cccc(C(=O)Nc2ccc(CN3CCOCC3)cc2)c1	-3	-6	-8	-3.5	3	9	-12	5	-11
COc1ccccc1CN1CCN(Cc2cc(OC)c(OC)cc2OC)CC1	-3	4	-21	-1.2	13	0	-11	1	2
Cn1cnnc1Sc1cc(N2CCN(S(=O)(=O)c3ccccc3)CC2)ccc1[N+](=O)[O-]	15	3	-3	-9.2	8	-3	-8	1	-9
O=C1c2ccccc2C(=O)N1CCCCN(C(=O)c1cccc([N+](=O)[O-])c1)c1ccc(Cl)cc1	17	-5	3	0.0	-4	-8	3	4	-4
CCOC(=O)c1ccc(CC(=O)c2ccc(O)cc2O)o1	16	9	-9	-0.6	5	12	-3	-1	7
CC(C)CCn1nc(C(=O)OCC(=O)NC(C)c2ccccc2)c2ccccc2c1=O (configuration not stated)	27	2	29*	-1.7	-8	-1	1	0	-3
Cc1ccccc1NS(=O)(=O)c1nnc(NC(=O)C(C)C)s1	-2	4	-1	0.9	-9	3	-5	1	-2
CCC(Oc1ccccc1)C(=O)NCCOC (configuration not stated)	-6	5	-2	1.7	-5	-3	4	0	1
Cc1ccc2nc(NC(=O)CN(C)S(=O)(=O)c3ccc(Br)s3)sc2c1	-19	-2	12	0.5	5	21	3	2	-1
CCCCN(C(=O)NC(=O)C1=C(N2CCOCC2)/C(=C/c2ccccc2)CC1)S(C)(=O)=O	0	-2	-1	-1.6	-2	12	-10	2	1
Cc1ccnc(NC2CCCCC2)c1	-3	-7	15	-0.5	-6	-18	13	0	-7
Cc1ccc2nc(SCCC(=O)O)cc(C)c2c1	25	2	5	2.5	7	-1	3	-1	-3
COc1cc(NC(C)CCCN)c2nc(C)ccc2c1Oc1ccc(F)cc1 (configuration not stated)	17	-2	5	5.2	4	-3	-11	1	2
O=C(Cc1ccc(-n2cccc2)cc1)NC1CCCCC1	8	1	3	-0.4	6	13	-2	0	-1
COc1cccc2c1C1(O)C2CCCCCCCCCC12OCCCO2 (configuration not stated)	-8	2	13	1.8	5	1	-2	2	-1
COc1ccc(S(=O)(=O)N2CCOCC2)cc1NC(=O)CN1CCN(C)CC1	1	5	5	-0.1	5	10	0	0	-2
COc1ccc(N2CCN(C(=O)CSc3ccc(C)cc3)CC2)cc1	11	9	2	0.6	7	5	-6	1	2
CCOC(=O)NC1=NCC(C)S1 (configuration not stated)	3	5	-11	-1.6	8	3	-8	0	-4
O=C(O)Cn1nnnc1SCC(=O)Nc1ccc(OC(F)(F)F)cc1	3	-4	4	-0.7	0	-1	-2	0	0
O=C(CCC1CCCN(c2ncccn2)C1)NCc1ccccc1F (configuration not stated)	11	6	-10	0.3	12	0	0	1	-4
Cc1ccccc1OC(=O)c1cccnc1	10	-1	-7	-1.6	6	0	3	0	4
CN(C)CCCOc1cccc(Oc2ccccc2)c1	0	-15	17	0.3	-14	-5	-3	1	-8
CC(=O)C1=CCC(c2ccccc2)N(S(=O)(=O)c2cccc(C)c2)C1 (configuration not stated)	·	3	-7	·	0	-5	-7	0	-4
Cc1cccc(C)c1-n1nnnc1C(c1cccc2ccccc12)N1CCN(C/C=C/c2ccccc2)CC1 (configuration not stated)	·	-14	6	·	-8	0	-12	1	0
COc1ccc(OC)c(Cc2nnc(CCC(=O)NC3CCCCC3)o2)c1	3	-2	9	0.6	4	5	1	1	0
CN1CCN(c2ccc(CNC(=O)c3ccc(-c4ccnn4C)c4ccoc34)cc2)CC1	·	-5	8	·	10	-2	-2	3	-1
FC(F)(F)c1cc(Sc2ccccc2)nc(-c2ccccn2)n1	-22	6	-5	-2.6	9	8	1	-2	-1
Cc1nn(Cc2ccccc2)c2c1C(c1ccc(Cl)cc1)C(C#N)=C(N)O2 (configuration not stated)	-27	6	-2	-2.7	7	9	0	-1	0
CS(=O)(=O)N1CCCC(C(=O)Nc2c(F)cccc2F)C1 (configuration not stated)	7	-11	23	-0.6	-10	-8	-5	-1	-7
Cc1nc2cc(-c3ccccc3)sc2c(=O)n1N	-19	1	2	1.2	3	8	-4	1	0
COc1ccc(C)cc1-n1nnnc1SCC1CCCO1 (configuration not stated)	9	3	8	-0.4	2	4	3	0	-4
Cc1ccc(NC(=O)CN(C)S(=O)(=O)c2cccc3nsnc23)cc1Cl	-19	-4	0	-1.1	6	3	-13	8	0
Cc1ccccc1-c1nnc(NC(=O)CSc2nc3ccccc3s2)s1	-55	-4	2	6.1	7	0	-6	1	3
O=C(Cn1c(=O)c2cccn2c2ccc(F)cc21)N1CCN(c2ccc(F)cc2)CC1	-20	-10	28*	-1.5	-1	-5	3	2	-2
CCCOc1cccc(C(=O)N(Cc2ccco2)C2CCS(=O)(=O)C2)c1 (configuration not stated)	4	2	-2	0.1	7	6	4	1	-1
COc1ccc(CNC(=O)CSc2nnc3c(n2)[nH]c2ccccc23)cc1	7	-2	3	-1.4	3	-4	6	2	-1
O=C(N/N=C/C=C/c1ccccc1)NC1CCCCC1	-23	2	3	-0.9	7	4	-12	2	-1
CC(=O)NCC(=O)OCC(=O)c1ccc(C)cc1	0	6	-6	2.5	6	5	12	1	3
NC(=O)N1CCN(C(=O)c2ccco2)CC1	18	-3	8	-1.5	10	0	7	1	1
CC(C)(C)C1CCC2(CC1)C(C#N)=C(SCC(=O)NC1CCCCC1)NC(=O)C2C#N (configuration not stated)	-18	-6	11	-0.1	-6	7	-3	1	0
O=C(c1ccccc1Cl)N1CCN(S(=O)(=O)N2CCCCC2)CC1	-4	7	-10	1.8	6	7	-20	0	-2
CCCOc1ccccc1NC(=O)Nc1ccccc1Cl	7	6	-10	-1.1	-3	2	-5	-1	-4
CS(=O)(=O)Nc1ccc(C(=O)NCCC2=CCCCC2)cc1	14	-7	-1	-1.5	6	1	-11	2	1
COc1ccccc1CNCc1ccc(C)cc1	-7	8	-3	3.7	4	-1	-13	0	5
COc1cccc(-c2nc(-c3ccc(NC(=O)c4ccncc4)cc3)no2)c1	-10	-3	1	0.6	1	6	5	6	1
CN(C)CCNC(=O)Cc1ncc(C(F)(F)F)cc1Cl	1	13	1	3.9	5	7	-4	1	0
CCN1C(=O)c2cccc3c(NS(=O)(=O)c4ccc(NC(C)=O)cc4)ccc1c23	1	-4	5	-1.6	-9	-15	11	8	2
CCOc1ccc(-c2c(C(=O)N/N=C/c3c[nH]c4ccccc34)nnn2-c2nonc2N)cc1	12	-5	14	-0.2	9	-4	5	5	-4
CC(=O)N(CCCCl)C(C#N)c1ccccc1 (configuration not stated)	4	-10	2	-1.3	-32	4	4	1	20
CCOC(=O)C1CCCN(C(=S)Nc2ccc(F)cc2)C1 (configuration not stated)	-1	-12	-3	0.7	-24	2	-3	7	23
O=C(N/N=C/c1ccco1)/C(=C/c1cccc([N+](=O)[O-])c1)NC(=O)c1ccccc1	11	-9	5	-2.1	4	-13	14	4	-1
O=C(c1cccc(Cl)c1)N1CCN(c2ncccn2)CC1	-13	0	-4	1.2	9	7	-5	2	-1
CCOC(=O)[C@H]1[C@H]2COc3ccc(Cl)cc3[C@@H]2N2C(=O)c3cc(F)c(F)cc3NC(=O)[C@@]12C	-3	-6	4	2.1	-3	-11	2	2	-3
CC1=C([N+](=O)[O-])C(c2ccccc2)C2=C(N1)c1ccccc1C2=O (configuration not stated)	8	-5	1	0.2	1	-7	7	0	-6
CCN1CNC(=S)N(C(C)c2ccccc2)C1 (configuration not stated)	7	-3	-3	-1.2	4	12	-7	0	-1
O=C(NCCCN1CCCC1=O)Nc1ccc([N+](=O)[O-])cc1	0	-3	3	2.3	7	5	4	1	-3
COc1ccc(S(=O)(=O)N2CCCCC2)cc1NC(=O)CCc1cc(OC)c(OC)c(OC)c1	6	-7	11	-1.1	10	8	-16	1	-3
CN(Cc1cn(Cc2ccc(F)cc2)nn1)C1CN(Cc2cn(Cc3ccc(F)cc3)nn2)S(=O)(=O)C1 (configuration not stated)	·	-10	3	·	·	0	3	2	-1
COc1cccc(/C=N/NC(=O)CCNc2n[nH]c(=O)[nH]c2=O)c1OC	-8	-1	-4	1.0	11	0	2	0	-2
N=c1c2c3c(sc2ncn1Nc1ccccc1)CCC3	-7	-16	15	-0.5	-15	-6	8	-1	-11

Five compounds from above, ordered by their value in M5 antag, largest number first:
| smiles | CRFR2-BP antag | M5 PAM | M5 antag | CRFBP-R2 agonist | CHRM1 PAM | CHRM4 PAM | CHRM4 antagonist | M4 ag | M5 ag |
| --- | --- | --- | --- | --- | --- | --- | --- | --- | --- |
| CCOc1ccc(-c2c(C(=O)N/N=C/c3c[nH]c4ccccc34)nnn2-c2nonc2N)cc1 | 12 | -5 | 14 | -0.2 | 9 | -4 | 5 | 5 | -4 |
| CCOC(=O)[C@H]1[C@H]2COc3ccc(Cl)cc3[C@@H]2N2C(=O)c3cc(F)c(F)cc3NC(=O)[C@@]12C | -3 | -6 | 4 | 2.1 | -3 | -11 | 2 | 2 | -3 |
| CN(Cc1cn(Cc2ccc(F)cc2)nn1)C1CN(Cc2cn(Cc3ccc(F)cc3)nn2)S(=O)(=O)C1 (configuration not stated) | · | -10 | 3 | · | · | 0 | 3 | 2 | -1 |
| CCOC(=O)C1CCCN(C(=S)Nc2ccc(F)cc2)C1 (configuration not stated) | -1 | -12 | -3 | 0.7 | -24 | 2 | -3 | 7 | 23 |
| COc1cccc(/C=N/NC(=O)CCNc2n[nH]c(=O)[nH]c2=O)c1OC | -8 | -1 | -4 | 1.0 | 11 | 0 | 2 | 0 | -2 |

The listing continues:
SMILES	CRFR2-BP antag	M5 PAM	M5 antag	CRFBP-R2 agonist	CHRM1 PAM	CHRM4 PAM	CHRM4 antagonist	M4 ag	M5 ag
COc1ccccc1Nc1ncccc1C(=O)NCc1ccccc1	-27	-2	2	-2.9	-7	-9	9	1	0
OC(COc1c(F)cc(Br)cc1F)CN1CCN(c2ccc(F)cc2)CC1 (configuration not stated)	0	-5	-4	1.0	0	-7	1	6	-5
Cc1onc(-c2c(Cl)cccc2Cl)c1C(=O)N1CCc2ccccc21	25	-18	13	1.9	-21	-32	38*	-1	-12
O=C(CSc1nnnn1C1CCCCC1)Nc1ccc2c(c1)OCO2	-3	1	-4	-0.3	14	0	0	1	3
C=CCN1C(=O)C(O)(CC(=O)c2ccco2)c2cc(Br)ccc21 (configuration not stated)	12	-1	-8	4.5	13	11	-22	2	-2
CCCCOc1ccc(C(=O)NCCc2ccccc2)cc1	-3	2	5	-0.1	3	-3	1	-1	-7
COCCNC(=O)COc1ccc(C)cc1C(=O)c1cc(C#N)c(=O)n(C2CC2)c1	17	9	5	2.6	12	7	-7	0	-4
Cc1ccc(S(=O)(=O)N2CCOCC2)cc1NC(=O)CSc1nccn1C	31	2	-1	2.7	4	-1	-11	1	-3
C[C@H](CO)N1C[C@H](C)[C@@H](CN(C)C(=O)Nc2ccc3c(c2)OCO3)Oc2c(NC(=O)Nc3ccc(C(F)(F)F)cc3)cccc2C1=O	-11	-35	17	1.9	-13	-7	30*	31	7
CC1CC(C)CN(CCCNC(=O)c2ccc3c(c2)N(Cc2ccccc2)C(=O)c2ccccc2S3=O)C1 (configuration not stated)	-17	0	-9	0.4	-15	-12	8	4	-9
O=C1OC/C(=C(/O)c2ccc(Cl)cc2)C1=O	2	4	4	-0.7	9	-2	-4	1	1
O=S1(=O)CC(N2CCCCC2)CN1CCc1ccccc1 (configuration not stated)	·	2	2	·	3	3	-4	0	2
COc1cccc2c(=O)c3cccc(N)c3[nH]c12	2	-5	12	5.3	2	2	-4	1	0

Assay outcomes deposited in PubChem BioAssay by several laboratories.
